S1P2 ag – S1P2 receptor agonists, primary screen, cell-based. actives 0.46% (n = 97,000). AID 729, 2007. activation, % at 4.5 µM. S1P2-expressing cell line, agonist reporter read-out. Sphingosine 1-phosphate receptor 2 (Homo sapiens), O95136; in the data active means activation above about 16%;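 further: 0% = vehicle low control and 100% = maximal reference agonist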
Target sequence (O95136 whole entry, looked up): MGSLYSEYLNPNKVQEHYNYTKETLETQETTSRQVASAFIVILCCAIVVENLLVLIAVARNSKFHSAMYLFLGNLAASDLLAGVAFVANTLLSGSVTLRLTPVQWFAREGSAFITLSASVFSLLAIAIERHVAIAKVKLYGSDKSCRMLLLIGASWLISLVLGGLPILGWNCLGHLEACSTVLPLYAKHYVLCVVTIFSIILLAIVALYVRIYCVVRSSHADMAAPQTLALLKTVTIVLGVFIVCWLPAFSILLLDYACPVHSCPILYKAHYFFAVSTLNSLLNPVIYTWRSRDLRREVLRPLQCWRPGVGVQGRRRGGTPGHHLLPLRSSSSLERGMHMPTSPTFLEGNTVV
EphB4 antag – EphB4-ephrin-B2 interaction antagonists, primary screen, biochemical, TNYL-RAW peptide probe, fluorescence polarization | EphB4 LBD / TNYL-RAW-Alexa532 peptide | actives 0.15% (n = 97,000) | Ephrin type-B receptor 4 (Homo sapiens), P54760 | inhibition, % at 7 µM | AID 720, 2007;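 active means inhibition above the screen-wide mean inhibition plus 3 SD, cut at about 15% in these data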;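 further: 0% = DMSO wells and 100% = excess unlabeled TNYL-RAW peptide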
PostGolgi ctrl – growth inhibition of yeast control strain, primary screen, counter-screen for post-Golgi transport modulator project; efflux-deficient yeast background strain, growth absorbance A615, 16 h; inhibition, % at 10 µM; actives 5% (n = 98,000)
FAK blocker – FAK kinase inhibitors, primary screen, biochemical. Focal adhesion kinase 1 (Homo sapiens), Q05397. biochemical FAK kinase activity assay. inhibition, %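 (tested at 7 µM)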. actives 0.84% (n = 97,000); in the data active means inhibition above about 19%;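 further: 0% = DMSO and 100% = reference compound high control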
PTPN22 act – LYP phosphatase activators, primary screen, biochemical, DiFMUP fluorescence, 2 µM; Tyrosine-protein phosphatase non-receptor type 22 (Homo sapiens), Q9Y2R2; recombinant LYP; 0 = plate median, 100 = signal doubled; activation, % at 2 µM; actives 0.11% (n = 96,000); AID 697, 2007;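 active means activation at 2 µM above a set limit, the mean plus 5 SD, cut at about 37% in these data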
Rev-RRE block – HIV-1 Rev-RRE binding inhibitors, primary screen, biochemical, FRET, protein-RNA interaction | P05866 | Rev peptide-RRE RNA binding | inhibition, % at 8 µM | actives 0.79% (n = 97,000);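 active means inhibition above the screen-wide mean plus 3 SD, cut at about 35% in these data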;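 further: 0% = median DMSO wells and 100% = median Neomycin B control wells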
Target sequence (P05866 whole entry, looked up): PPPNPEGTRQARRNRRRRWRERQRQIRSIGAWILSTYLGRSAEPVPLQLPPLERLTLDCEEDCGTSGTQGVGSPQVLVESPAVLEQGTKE
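Assay system: Labelled RRE RNA duplex and labelled Rev peptide | Times: 5 min preincubation and 15 min binding, 25 °C | Detection: FRET, ex 480 nm, em 540 and 671 nm | Evaluation: % inhibition of FRET ratio versus controls | Benchmarks: DMSO wells as 0% and neomycin B wells as 100% inhibition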
PTPN22 inh 2 – PTPN22 phosphatase inhibitors, primary screen, biochemical, DiFMUP fluorescence, 2 µM | Tyrosine-protein phosphatase non-receptor type 22 (Homo sapiens), Q9Y2R2 | recombinant LYP catalytic domain | inhibition, % at 2 µM | actives 0.21% (n = 96,000) | AID 640, 2007;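 active means inhibition at 2 µM at or above a set limit, the screen mean plus 3 SD, cut at about 24% in these data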;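 further: 0% = DMSO with enzyme and 100% = enzyme fully blocked by orthovanadate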
PostGolgi yeast – phenotypic screen on post-Golgi transport, primary screen. AID 739, 2007. inhibition, % at 10 µM. actives 0.9% (n = 98,000). post-Golgi transport phenotypic cell assay;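 further: yeast cells grown in 1536-well plates; yeast grown about 18 h at 30C before absorbance read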
S1P2 blocker – human S1P2 receptor antagonists, primary screen, cell-based; Sphingosine 1-phosphate receptor 2 (Homo sapiens), O95136; cell-based S1P2 antagonist assay, inhibition at 5 uM; inhibition, % at 5 µM; actives 0.21% (n = 97,000); AID 736, 2007; in the data active means inhibition above about 45%;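 further: CRE beta-lactamase reporter cells expressing human S1P2 stimulated with S1P; 0% = agonist at EC80 alone and 100% = agonist plus reference antagonist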
* marks the source's active call; other numbers are inactive results; . = not tested or not shown. Unless noted, no stated cut-off is given here; in the data, active means inhibition above about 30%; inactive means the rest.

SMILES | S1P2 ag | EphB4 antag | PostGolgi ctrl | FAK blocker | PTPN22 act | Rev-RRE block | PTPN22 inh 2 | PostGolgi yeast | S1P2 blocker
Cc1nc2ccc(NS(=O)(=O)c3ccc4c(c3)OCCO4)cc2s1 | -3 | 1 | 15 | 0 | 4 | 4 | -6 | -1 | 22
Cc1ccc(NC(=O)CSc2nnc(C)n2-c2ccccc2)cc1 | -5 | -6 | . | 0 | 2 | -1 | -3 | . | -4
CC1(C)CC(=O)C(C2NCCc3ccccc32)=C(O)C1 (stereo not drawn) | -2 | -1 | -8 | -1 | -1 | 4 | 2 | 5 | -4
COc1ccc(S(=O)(=O)NCC(=O)N(CC(=O)NCC2CCCO2)c2c(C)cccc2C)cc1 (stereo not drawn) | -12 | -2 | 10 | -9 | -1 | 4 | -1 | 3 | 19
O=C1CC(NCc2ccc3c(c2)OCO3)C(=O)N1Cc1ccc2c(c1)OCO2 (stereo not drawn) | -3 | 1 | 7 | 2 | 2 | 2 | -4 | 5 | 1
COC(=O)c1ccc(NC(=O)C2CCCCC2C(=O)O)cc1 (stereo not drawn) | -9 | 0 | 8 | 0 | -5 | 7 | 10 | -2 | -1
Cc1[nH]c(=O)[nH]c(=O)c1S(=O)(=O)N1CCCC(C(=O)NCCc2ccc(Cl)cc2)C1 (stereo not drawn) | -6 | 1 | 1 | -1 | 5 | 5 | -2 | -2 | 5
O=C(CSc1nnc(CNc2ccc(F)cc2)n1Cc1ccccc1)NCc1ccco1 | -7 | -5 | 4 | 0 | 24 | 0 | -26 | -2 | 22
Cc1ccc2c(c1)OC(=O)CC2c1ccccc1 (stereo not drawn) | -1 | 1 | 3 | 4 | -14 | 4 | 15 | -2 | -3
CCCCCCn1c(N(CC)CC)nc2c1c(=O)[nH]c(=O)n2C | 6 | 1 | 12 | -4 | 1 | -6 | -4 | 12 | -29
CCSCCOC(=O)C1=C(C)NC(=O)NC1c1cccc(OC)c1OC (stereo not drawn) | -4 | -2 | -11 | -1 | 1 | 3 | -4 | -7 | 16
O=C(CN1C(=O)C2CC=CCC2C1=O)NCc1ccc2c(c1)OCO2 (stereo not drawn) | -5 | -6 | 7 | -2 | -11 | 7 | 11 | -1 | -16
O=C(c1ccc(O)cc1)c1ccc(Cl)cc1 | -2 | 1 | 8 | 4 | 2 | 4 | -1 | 5 | 7
O=C(NNC(=O)c1cccs1)Nc1cccc(Cl)c1 | -5 | 8 | 3 | 2 | -8 | 6 | 9 | -2 | 9
COC(=O)C1C2CCC(C2)C1C(=O)OCC(=O)c1ccc(C)cc1 (stereo not drawn) | -3 | 0 | 11 | 2 | 1 | 1 | -1 | 0 | -10
N#Cc1nc(COc2ccc(Br)cc2)oc1NCCCn1ccnc1 | -5 | 4 | 12 | 11 | -5 | 13 | 4 | -1 | 27
C=CCn1c(SCC(=O)/C(C#N)=C(\C)N)nnc1C1CCCCC1 | -4 | -14 | -1 | 0 | 3 | -1 | -5 | 16 | -4
Cc1cccc(NC(=O)CCn2ccnc2C)c1 | -4 | 1 | 4 | -1 | 10 | 5 | -14 | -3 | -11
CCCCCCc1nc2ccccc2c(=O)n1NC(=O)c1c(O)c2cccc3c2n(c1=O)CCC3 | -3 | 6 | 7 | 1 | -2 | 14 | 4 | 1 | 0
CCc1ccc(NC(=O)CC2NCCNC2=O)cc1 (stereo not drawn) | -1 | 3 | 2 | -3 | -7 | 11 | 6 | -1 | 2
O=C(Nc1ccc2c(c1)OCO2)Oc1ccccc1 | -8 | -1 | 27 | 0 | 4 | 3 | -5 | 1 | 15
O=c1ccccn1Cc1c(Cl)cccc1Cl | -5 | 3 | 4 | 1 | 5 | 4 | -2 | 2 | 5
O=S(=O)(c1ccc(Br)s1)N1CCC(Cc2ccccc2)CC1 | -3 | 3 | 0 | -1 | -6 | 16 | 7 | -12 | -5
CC1(C)CC(=O)c2c(nn(-c3ccccc3)c2N)C1 | -3 | 3 | 12 | 9 | 10 | 8 | -12 | -3 | 11
Cc1cccc(NC(=O)Nc2ccc3c(c2)N(C)C(=O)CS3)n1 | -1 | 0 | -2 | 14 | -1 | 6 | -1 | 7 | 13

By substructure, the compounds so far containing two or more sulfur atoms.
SMILES | S1P2 ag | EphB4 antag | PostGolgi ctrl | FAK blocker | PTPN22 act | Rev-RRE block | PTPN22 inh 2 | PostGolgi yeast | S1P2 blocker
Cc1nc2ccc(NS(=O)(=O)c3ccc4c(c3)OCCO4)cc2s1 | -3 | 1 | 15 | 0 | 4 | 4 | -6 | -1 | 22
O=S(=O)(c1ccc(Br)s1)N1CCC(Cc2ccccc2)CC1 | -3 | 3 | 0 | -1 | -6 | 16 | 7 | -12 | -5

Other structures follow.
SMILES | S1P2 ag | EphB4 antag | PostGolgi ctrl | FAK blocker | PTPN22 act | Rev-RRE block | PTPN22 inh 2 | PostGolgi yeast | S1P2 blocker
CCCCCCNC(=O)Nc1ccccc1 | -11 | 6 | 2 | 2 | 7 | 6 | -9 | -2 | 25
CCOC(=O)CNS(=O)(=O)c1ccc(S(=O)(=O)N2CCCC2)cc1 | 0 | 7 | 6 | 0 | 2 | 4 | -5 | 4 | 10
CC(NC(=O)Cn1cnnn1)C12CC3CC(CC(C3)C1)C2 (stereo not drawn) | -2 | 3 | 14 | -2 | -5 | 8 | 2 | 18 | 12
Cc1cccc(C)c1-n1c(C)cc(/C=C2\NC(=O)NC2=O)c1C | -5 | 5 | . | 8 | 2 | 6 | -2 | . | -8
N#CC1=C(Nc2ccccc2)SC=C(c2ccc(F)cc2)N=C1N1CCOCC1 | -7 | 2 | 3 | 0 | 8 | -3 | -4 | 3 | 13
C=CCn1c(CCC(=O)O)ccc1-c1ccccc1 | 2 | 2 | 2 | -2 | 2 | 5 | -5 | 5 | 17
COc1ccc(-c2nc(-n3c(C)c(C(C)=O)c(C(C)=O)c3C)sc2C)cc1OC | 1 | 1 | 29 | 2 | 0 | 5 | 2 | -9 | -53
Cc1cc(NC(=O)CCC(=O)N(C2CC2)C2(C(=O)NC3CCCC3)CCC(C)CC2)no1 (stereo not drawn) | -2 | 8 | 18 | 4 | 5 | 7 | -6 | 1 | 22
COc1cc(-c2nnc(SCC3(c4ccccc4)OCCO3)o2)cc(OC)c1OC | 5 | -6 | 7 | -2 | -3 | 7 | 8 | -4 | -28
O=C(CCSc1ccccc1)NCC1CCCO1 (stereo not drawn) | -9 | 3 | 4 | -1 | 10 | 6 | -15 | 9 | -5
Cc1ccc(N(CC(=O)Nc2ccccc2C(=O)N2CCOCC2)S(C)(=O)=O)cc1 | -9 | 5 | . | -3 | -15 | 10 | 16 | . | 5
O=C(NCC1COc2ccccc2O1)C1CCCN(S(=O)(=O)c2cccc3nsnc23)C1 (stereo not drawn) | -6 | -9 | -3 | -1 | -4 | 2 | 1 | -5 | 15
COc1ccc(C(=O)Oc2cc(/C=N/NS(=O)(=O)c3ccc(C)cc3)ccc2OC)cc1 | -6 | 6 | 5 | -7 | 11 | 1 | -8 | -3 | 2
COc1cc(C(c2nnnn2C(C)(C)C)N2CCN(C)CC2)cc(OC)c1OC (stereo not drawn) | -2 | 12 | 1 | 17 | -12 | 4 | 11 | -1 | 10
COc1ccc(C(=O)NCc2cn3ccsc3n2)cc1OC | 0 | -5 | 3 | -7 | 0 | 0 | -3 | -3 | -9
CC1(C)CC(=O)c2cnc(N)nc2C1 | -3 | -5 | -4 | -3 | 9 | 7 | -7 | -3 | 0
Cc1nc(NCC2CCCO2)c2oc3ccccc3c2n1 (stereo not drawn) | -2 | 2 | 3 | 3 | 11 | 4 | -9 | -2 | -20
COc1cccc(-c2csc(N3CCN(C(=S)Nc4ccccc4OC)CC3)n2)c1 | -7 | -3 | 13 | 0 | -16 | -3 | 18 | -4 | -10
CCOC(=O)c1ccc(NC(=O)N2CCc3ccccc32)cc1 | 0 | -5 | -4 | 4 | -1 | 5 | 1 | -11 | 6
O=C(CS(=O)(=O)c1cn(Cc2ccc(Cl)cc2)c2ccccc12)N1CCCC1 | -5 | 7 | 7 | 1 | 5 | 10 | -7 | -7 | 1
COc1ccc(NC(=O)C(NC(C)=O)C(=O)NCc2ccccc2OC)cc1 (stereo not drawn) | -6 | 0 | -7 | -3 | 12 | 3 | -6 | 2 | 4
COC(=O)CNS(=O)(=O)c1ccc(Cc2ccc(S(=O)(=O)NCC(=O)OC)cc2)cc1 | -8 | -11 | 6 | -6 | -1 | 1 | -2 | -3 | -8
CCCOC(=O)C1=C(C)NC2=C(C(=O)CCC2)C1c1ccc(N(C)C)cc1 (stereo not drawn) | 0 | -10 | 5 | -1 | 5 | -4 | -6 | -10 | -24
N#Cc1cccc(C(c2nnnn2C2CCCC2)N2CCCCCC2)c1 (stereo not drawn) | -4 | -4 | 10 | -5 | 12 | 9 | -10 | 21 | 7
CC(C)(C)OC(=O)NCCc1nnc(SCC(=O)c2ccc(Cl)cc2)o1 | 0 | -3 | 12 | -2 | 12 | 1 | -9 | 1 | -3

Complete entries from above. Screens in order: S1P2 ag | EphB4 antag | PostGolgi ctrl | FAK blocker | PTPN22 act | Rev-RRE block | PTPN22 inh 2 | PostGolgi yeast | S1P2 blocker
Results for Cc1ccc(N(CC(=O)Nc2ccccc2C(=O)N2CCOCC2)S(C)(=O)=O)cc1 = -9 | 5 | . | -3 | -15 | 10 | 16 | . | 5
Results for CCCCCCNC(=O)Nc1ccccc1 = -11 | 6 | 2 | 2 | 7 | 6 | -9 | -2 | 25
Results for COc1ccc(NC(=O)C(NC(C)=O)C(=O)NCc2ccccc2OC)cc1 (stereo not drawn) = -6 | 0 | -7 | -3 | 12 | 3 | -6 | 2 | 4

A section taken from the entries so far:
SMILES | S1P2 ag | EphB4 antag | PostGolgi ctrl | FAK blocker | PTPN22 act | Rev-RRE block | PTPN22 inh 2 | PostGolgi yeast | S1P2 blocker
N#Cc1cccc(C(c2nnnn2C2CCCC2)N2CCCCCC2)c1 (stereo not drawn) | -4 | -4 | 10 | -5 | 12 | 9 | -10 | 21 | 7
CC(C)(C)OC(=O)NCCc1nnc(SCC(=O)c2ccc(Cl)cc2)o1 | 0 | -3 | 12 | -2 | 12 | 1 | -9 | 1 | -3

Screening results as filed in PubChem.

No enrichment for hits; about 7% have a hit in one of these screens.
